Compound activity (PubChem BioAssay)
Rab9 promoter act: activates the Rab9 promoter; Huh7 Rab9 promoter-luciferase reporter, luminescence, 24 h; Potency, µM (doses to about 9.22 µM), without a hit: top-dose activation, negative = inhibition, actives largely listed as activators; hit rate 2.8% among 320,000; AID 485297; further: potency means the concentration at half of the fitted maximal effect; % of control where 0% means no effect; nearly all actives have a fitted effect of over 60% in size
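Rab9 promoter-driven luciferase in stably transfected Huh7 cells; 1500 cells/well rested 2 h, exposed to compound in DMSO for 24 h at 37 °C, 5% CO2. Luminescence read 10 min after adding luciferase reagent at ambient temperature.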
FLuc counter: firefly luciferase modulation, counter-screen for miR-21 project. purified FLuc, Km substrates, luminescence inhibition. Potency, µM (doses to about 57.5 µM), without a hit: at the top dose activity change, negative = inhibition, actives largely listed as inhibitors. hit rate 6.9% among 360,000;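 further: potency means the concentration at half of the fitted maximal effect; plate controls were vehicle for no effect and reference inhibitor for full effect; nearly all actives have a fitted effect of over 55% in size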
Target sequence (P08659 whole entry, looked up): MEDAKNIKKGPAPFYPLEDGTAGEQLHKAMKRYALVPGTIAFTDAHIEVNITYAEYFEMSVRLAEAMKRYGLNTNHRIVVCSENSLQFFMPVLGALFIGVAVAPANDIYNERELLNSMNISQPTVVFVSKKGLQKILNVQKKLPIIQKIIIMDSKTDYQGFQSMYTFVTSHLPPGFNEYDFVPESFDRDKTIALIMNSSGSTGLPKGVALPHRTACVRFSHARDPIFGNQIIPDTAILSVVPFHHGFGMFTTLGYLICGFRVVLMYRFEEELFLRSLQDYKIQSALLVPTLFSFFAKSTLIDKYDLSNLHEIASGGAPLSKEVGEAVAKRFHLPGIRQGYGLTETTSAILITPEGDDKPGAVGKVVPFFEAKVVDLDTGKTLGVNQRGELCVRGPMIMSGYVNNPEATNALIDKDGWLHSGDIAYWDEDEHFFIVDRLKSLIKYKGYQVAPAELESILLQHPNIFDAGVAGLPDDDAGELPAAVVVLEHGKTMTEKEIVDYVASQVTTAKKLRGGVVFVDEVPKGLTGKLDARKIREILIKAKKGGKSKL
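Biochemical qHTS of compounds, final roughly 60 µM downward over six points, against 10 nM purified firefly luciferase using Km concentrations of substrates (10 uM D-luciferin, 10 uM ATP) in Tris acetate pH 7.5 buffer; luminescence output.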
p53 reactivation: restores transcriptional activity of mutant p53; hit rate 0.063% among 320,000; H1299 p53-A138V BP100-luciferase reporter, luminescence, 24 h; Potency, µM (series often up to 92.2 µM), inactives show at the highest dose activity change, positive = activation, actives largely listed as activators; further: potency means the concentration at half of the fitted maximal effect; % of control where 0% means no effect; nearly all actives have a fitted effect of over 45% in size
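H1299 (p53-null), stable ts p53-A138V + BP100-Luc; 1000 cells/well, Opti-MEM/10% FBS; cpd 4 pt, 1:5; 24 h, 37 deg C, 5% CO2; detection reagent 10 min RT; luminescence.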
ELG1 genotoxic: inducers of genotoxicity in HEK293T ELG1-luciferase cells; HEK293T ELG1-luciferase reporter, luminescence, 16 h; Potency, µM (top dose mostly 46 µM), inactives show at the top dose activity change, positive = activation, hits mostly activators; hit rate 1.3% among 330,000; further: potency means the concentration at half of the fitted maximal effect; % of control where 0% means no effect; nearly all actives have a fitted effect of over 60% in size
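Genotoxicity was scored as increased ELG1-luciferase reporter signal, measured by ONE-Glo luminescence (30 min, room temperature). Compound or vehicle exposure of the HEK293T reporter cells lasted 16 hr at 37°C.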
Menin-MLL TR inh: displaces Texas Red mutant MLL peptide from human menin; O00255; Menin + Texas Red MLL mutant peptide, fluorescence polarization; Potency, µM (highest dose often 61.6 µM), for the others: top-dose FP activity change, negative = inhibition, hits mostly inhibitors; hit rate 0.23% among 270,000; AID 1768; active means well fitted inhibition curve with a large enough effect in the polarisation, with a control signal flat, not every such curve was filed as active; inconclusive means small, poorly fitted or top-dose-only effect, or effect the other way, or a change in a side signal; inactive means no such curve, though single readings can be large or run the other way; the % refers to the polarisation; further: potency means the concentration at half of the fitted maximal effect; % of control where 0% means no effect; many of its hits are not listed in these tables
PKM2 activator: activators of human pyruvate kinase M2; purified PKM2, Kinase-Glo ATP luminescence, activation; response scale: 0% is enzyme alone, no compound; hit rate 0.34% among 260,000; Potency, µM (titrated, usually from 57.5 µM), inactives show at the highest dose activation, actives largely listed as activators; further: potency means the concentration at half of the fitted maximal effect; on the % scale 0 is the no-effect control and ±100 the full control effect; nearly all actives have a fitted effect of over 55% in size
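Kinase-Glo luminescence reports ATP generated from ADP (0.1 mM) and PEP (0.5 mM) by purified hPK-M2 after 1 h at room temperature, pH 7.2 imidazole buffer; intermediate enzyme activity allows detecting inhibitors and activators.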
RORgamma inh: ROR gamma (mouse) transcription inhibition | P51450 | Drosophila S2 Gal4-RORgamma UAS-luciferase reporter, 20 h | Potency, µM (doses to about 53.6 µM), inactives show at the highest dose activity change, negative = inhibition, usual class: inhibitors | hit rate 5.4% among 310,000 | AID 2551; further: potency means the concentration at half of the fitted maximal effect; on the % scale 0 is the no-effect control and ±100 the full control effect; nearly all actives have a fitted effect of over 60% in size
Target sequence (P51450 whole entry, looked up, the tested form may be a part): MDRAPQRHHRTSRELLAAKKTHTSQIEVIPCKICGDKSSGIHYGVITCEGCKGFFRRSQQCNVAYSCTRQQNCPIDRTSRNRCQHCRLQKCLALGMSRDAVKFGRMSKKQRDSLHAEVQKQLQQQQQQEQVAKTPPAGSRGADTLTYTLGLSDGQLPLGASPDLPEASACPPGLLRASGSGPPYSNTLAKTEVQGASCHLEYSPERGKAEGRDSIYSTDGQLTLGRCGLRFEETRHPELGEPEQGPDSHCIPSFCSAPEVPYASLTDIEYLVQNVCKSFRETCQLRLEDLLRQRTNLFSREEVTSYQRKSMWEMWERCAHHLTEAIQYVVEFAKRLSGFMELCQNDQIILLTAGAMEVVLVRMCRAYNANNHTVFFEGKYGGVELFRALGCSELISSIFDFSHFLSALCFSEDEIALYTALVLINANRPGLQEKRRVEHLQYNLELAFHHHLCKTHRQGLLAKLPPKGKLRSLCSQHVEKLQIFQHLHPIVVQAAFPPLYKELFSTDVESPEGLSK
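Luciferase reporter read in Schneider cells carrying Gal4-RORγ (mouse) and UAS-Photinus luciferase; cells given compound 1 h before 700 uM copper sulfate induction, then incubated 20 h at ambient temperature.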
Gal4-VP16 FLuc: Gal4-VP16 reporter inhibition counter-screen; Drosophila S2 Gal4-VP16 UAS-luciferase, luminescence, 20 h; Potency, µM (doses to about 53.6 µM), for inactives: at the top dose activity, negative = inhibition, usual class: inhibitors; hit rate 3.5% among 310,000;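 further: Gal4-VP16 expression switched on by copper sulfate through the metallothionein promoter; potency means the concentration at half of the fitted maximal effect; on the % scale 0 is the no-effect control and ±100 the full control effect; nearly all actives have a fitted effect of over 50% in size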
BRCA1 expr act: BRCA1 expression activation. Potency, µM (highest dose often 46.1 µM), for inactives: at the top dose activation, most hits filed as activators. hit rate 1.1% among 380,000. MCF7-BRCA1-FFLuc reporter, luminescence, 48 h; response scale: scaled: vehicle 0%, 10 µM genistein 100%. AID 624202; further: potency means the concentration at half of the fitted maximal effect; nearly all actives have a fitted effect of over 80% in size; some results filed as inactive show a strong effect at the top dose
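Luminescence from a BRCA1-driven firefly luciferase in MCF7 cells was read after 48 h compound exposure at 37 C. Data normalized against DMSO and a 10microM genistein activation control, then curve-fitted across the titration.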
Giardia killer: Giardia lamblia killing | hit rate 0.15% among 340,000 | Giardia lamblia trophozoite viability | activity change, % at 7.66 µM, hits read low; in the data active means activity change below about -80%; inconclusive means between about -30% and that limit;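 further: parasites exposed to compound for two days anaerobically before the ATP read; on the % scale 0 is the no-effect control and ±100 the full control effect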
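Compounds were tested on trophozoites seeded at 100 cells/well and held 48 hrs at 37 deg C anaerobically. An ATP-based luminescent kit measured the remaining live cells.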
NPC1 prom act: activators of NPC1 promoter; Huh7 NPC1 promoter luciferase reporter, 24 h; Potency, µM (titrated, usually from 9.22 µM), without a hit: at the highest dose activation, hits mostly activators; hit rate 2.4% among 320,000;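 further: potency means the concentration at half of the fitted maximal effect; % of control where 0% means no effect; nearly all actives have a fitted effect of over 60% in size; reporter is driven by a mutant NPC1 promoter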
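Quantitative HTS used a cell-based reporter: Huh7 cells stably bearing the NPC1 promoter upstream of luciferase were treated with compounds for 24 h, and promoter activation was read as luminescence.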
* marks the source's active call; other numbers are inactive results; u = inconclusive; x = not tested or not shown; & = joins results of further samples; [ ] = dose if it differs, or a comment. Unless noted, the call rests on the fitted dose curve; in most records, active means well fitted curve in the direction sought with a large enough effect; inconclusive means small, poorly fitted or top-dose-only effect, or another doubt; inactive means no such curve, though single readings can be large; an effect the other way counts as inactive or inconclusive.

SMILES	Rab9 promoter act	FLuc counter	p53 reactivation	ELG1 genotoxic	Menin-MLL TR inh	PKM2 activator	RORgamma inh	Gal4-VP16 FLuc	BRCA1 expr act	Giardia killer	NPC1 prom act
O=C(/C=C/c1ccc(Cl)cc1)NCCN1CCOCC1	-1%	0%	4%	1%	-25%	0%	11%	12%	0%	-1	0%
Cn1c(=O)[nH]c(=O)c2c1nc(NCc1ccco1)n2Cc1ccccc1Cl	-3%	-2%	0%	8%	4%	4%	3%	-11%	-10%	4	-2%
O=C1CS/C(=N/N=C/c2ccccc2)N1Cc1ccco1	u	u	15%	0%	x	-2%	29%	14%	53%	11	25%
COc1ccc(NC(=O)C2C3C=CC4(O3)C2C(=O)N(CCN2CCCCC2C)C4C(=O)NC2CCCC(C)C2C)cc1 (centres undefined)	0%	0%	3%	-3%	-21%	5%	-9%	-2%	-36%	-8	-4%
Nc1ccc2oc(-c3ccccc3Cl)nc2c1	0.45µM*	1.3µM*	3%	3.7µM*	-6%	1%	-24%	-28%	14%	-18	u
COc1ccc(-n2c(C)cc(C(=O)COc3ccc(-n4cnnn4)cc3)c2C)cc1	1%	-1%	-5%	-2%	2%	3%	-14%[10 µM]	5%	-7%	-5	2%
Cc1ccc(NC(=O)CN2C(=O)NC3(CCCc4ccccc43)C2=O)cc1S(=O)(=O)N1CCOCC1 (centres undefined)	-6%	-3%	1%	-1%	18%	4%	19%	-19%	0%	0	-1%
Cc1ccc(S(=O)(=O)NNC(=S)Nc2ccccc2)cc1	7%	-2%	-2%	-1%	x	-1%	31%	6%	-3%	1	-3%
CCNC(=S)N(CCN(C)C)Cc1cc2cc3c(cc2[nH]c1=O)OCO3	2%	-2%	0%	5%	14%	-1%	-14%	-12%	-4%	-21	-5%
O=C(NCC(c1ccco1)N1CCc2ccccc2C1)c1cccc(Br)c1 (centres undefined)	1%	1%	-2%	0%	x	x	x	x	-6%	-3	-3%
COc1ccc(N=Nc2nc3cc(Br)c(Br)cc3n2C)c(OC)c1	0%	5.4µM*	19%	-19%	-14%	11%	u	u	-27%	4	0%
O=[N+]([O-])c1ccc(-c2ccc(/C=N/c3c(-c4ccco4)nc4ccccn34)o2)cc1	u	u	u	8%	u	-3%	-1%	9%	50%	-10	17%
O=C(Nc1ccc([N+](=O)[O-])cn1)C1CC2CCC1C2 (centres undefined)	-1%	-14%	22%	8%	0%	7%	u	0%	40%	4	-1%
O=C1c2ccccc2C(=O)N1CCCCSc1nnc(-c2ccc(OC(F)F)cc2)o1	-3%	4%[2.3 µM]	-9%	-7%	-7%	-1%	u	0%	-27%	11	1%
CNC(=O)[C@@]1(C)C=C[C@@H](Cc2ccccc2)N1C(=O)OC	18%	u	35%	4%	-1%&-5%	4%&0%	-42%&1%	-3%&-12%	25%	-6	-1%
Cc1ccc2nc(CSc3nnc(-c4ccco4)o3)cc(=O)n2c1	-6%	-7%	9%	1%	0%	-2%	18%	-4%	9%	14	-1%
NC(=O)c1c(NC(=O)c2ccncc2)sc2c1CCCC2	u	11µM*	5%	5%	7%	-2%	40%	1%	48%	u	u
COc1ccc(C(=O)NCc2nnc(SCC(=O)NCCc3ccccc3)o2)cc1	-4%	-7%	-3%	-1%	x	x	1%	-2%	4%	-14	-2%
CCCn1c(=O)c2sccc2n2c(CCCC(=O)NC3CCN(Cc4ccccc4)CC3)nnc12	8%	1%	11%	0%	x	x	-14%	3%	-1%	30[activator]	-2%
CCSc1nnc(C)c(=O)n1COC(=O)c1ccc(S(=O)(=O)N2CCCC2)cc1	5%	0%	-22%	1%	8%	-18%	-7%	-3%	-1%	12	12%
O=C(Nc1sc2c(c1C(=O)O)CCC2)c1ccc(F)cc1	29%	17µM*	0%	1%	u	-3%	30%	-1%	u	-2	18%
O=C(COC(=O)c1c(F)cccc1Cl)NC1CCCCC1	u	15µM*	27%	u	x	x	x	x	11µM*	4	u
CCOC(=O)c1c(C)[nH]c(C)c1C(=O)COc1ccc(NC(=O)c2ccco2)cc1	-10%	-3%	-8%	-6%	-8%	-5%	17%	8%	3%	-8	1%
Cc1cc(C(=O)CN2C(=O)NC(Cc3c[nH]c4ccccc34)C2=O)c(C)n1C (centres undefined)	18%	-1%	-4%	1%	0%	18%	0%[10 µM]	-4%	-3%	9	-6%
COc1ccc(N2CCN(CCCNC(=O)CCCn3c(=O)[nH]c4ccsc4c3=O)CC2)cc1	3%	1%	2%	1%	-4%	0%	7%	-3%	3%	-10	-1%
More structures follow:
SMILES	Rab9 promoter act	FLuc counter	p53 reactivation	ELG1 genotoxic	Menin-MLL TR inh	PKM2 activator	RORgamma inh	Gal4-VP16 FLuc	BRCA1 expr act	Giardia killer	NPC1 prom act
CCCCNC(=S)NNC(=O)c1ccco1	3%	2%	5%	1%	-2%	1%	13µM*	u	16%	11	-2%
CCCCc1nnc(NC(=O)COC)s1	16%	-2%	0%	4%	-23%	0%	-13%	u	0%	-16	0%
O=C(CN1CCN(Cc2ccccc2F)C1=O)NCCc1ccc(Cl)cc1	-3%	2%	-4%	-7%	1%	-16%	16%	3%	2%	-5	0%
COc1ccc(NC(=O)CC(C)CC(=O)NCc2ccccc2)c(OC)c1 (centres undefined)	-1%	1%	x	-4%	-9%	-2%[11.5 µM]	-13%	1%	3%	-9	1%
Cc1cc(C)c(C#N)c(SCC(=O)N2CCN(Cc3ccccc3)CC2)n1	-6%	-1%	-7%	0%	-6%	2%	7%	-10%	-11%	0	3%
CC1CCN(C(=O)CSc2nnc(-c3ccco3)o2)CC1	-7%	-14%	9%	12%	11%	1%	44%	16%	43%	5	2%
N#CN=C(N)c1ccccc1	1%&-1%	1%&5%	-1%&-2%	1%&0%	3%	-8%&3%	-6%&3%	6%&-4%	0%	15	1%&-3%
Cc1cc(C(=O)N2CCC(CO)(Cc3cccc(C(F)(F)F)c3)CC2)n[nH]1	-1%	-1%	-8%	-3%	-4%	x	14%	21%	-15%	-6	0%
CCCn1c(=S)[nH]c2cc(C(=O)N3CCc4ccccc43)ccc2c1=O	-6%	-1%	23%	-11%	2%	-8%	2.8µM*	3.5µM*	2%	7	0%
CCC1CCCCN1CCCNC(=O)c1cc2c(Cl)nc3ccccc3c2s1 (centres undefined)	-2%	3%&0%	11%	-3%	u	0%	-38%	-15%	19%&1%	-2	-2%
N#CCOc1ccccc1/C=N/n1nnnc1N	5%	4%	-5%	3%	-3%	-3%[11.5 µM]	-8%	-3%	-18%	-22	-6%
CCOc1ccc(N2C(=O)CCC2=O)cc1	-5%	6%	-8%	2%	-6%	3%	-13%	-3%	2%	1	-4%
Cc1ccc(S(=O)(=O)N2CCN(c3ncnc4scc(-c5ccc(F)cc5)c34)CC2)cc1	4%	-1%	11%	3%	x	x	x	x	-46%	-6	-2%

Of the compounds above, 6 contain an aryl methoxy group.
SMILES	Rab9 promoter act	FLuc counter	p53 reactivation	ELG1 genotoxic	Menin-MLL TR inh	PKM2 activator	RORgamma inh	Gal4-VP16 FLuc	BRCA1 expr act	Giardia killer	NPC1 prom act
COc1ccc(NC(=O)C2C3C=CC4(O3)C2C(=O)N(CCN2CCCCC2C)C4C(=O)NC2CCCC(C)C2C)cc1 (centres undefined)	0%	0%	3%	-3%	-21%	5%	-9%	-2%	-36%	-8	-4%
COc1ccc(-n2c(C)cc(C(=O)COc3ccc(-n4cnnn4)cc3)c2C)cc1	1%	-1%	-5%	-2%	2%	3%	-14%[10 µM]	5%	-7%	-5	2%
COc1ccc(N=Nc2nc3cc(Br)c(Br)cc3n2C)c(OC)c1	0%	5.4µM*	19%	-19%	-14%	11%	u	u	-27%	4	0%
COc1ccc(C(=O)NCc2nnc(SCC(=O)NCCc3ccccc3)o2)cc1	-4%	-7%	-3%	-1%	x	x	1%	-2%	4%	-14	-2%
COc1ccc(N2CCN(CCCNC(=O)CCCn3c(=O)[nH]c4ccsc4c3=O)CC2)cc1	3%	1%	2%	1%	-4%	0%	7%	-3%	3%	-10	-1%
COc1ccc(NC(=O)CC(C)CC(=O)NCc2ccccc2)c(OC)c1 (centres undefined)	-1%	1%	x	-4%	-9%	-2%[11.5 µM]	-13%	1%	3%	-9	1%

Some of the compounds tested. The share of hits here may be higher or lower than overall.
